DT40 TDP1 CPT – DT40-hTDP1 cell growth loss with CPT; Potency, µM (top dose mostly 46.2 µM), for the others: at the highest dose activity change, negative = growth inhibition, hits mostly inhibitors; AID 686979; chicken DT40 Tdp1-/-;hTDP1 cells + 20 nM CPT, ATP luminescence, 48 h; 420,000 tested, 12% active; further: nearly all actives have a fitted effect of over 55% in size
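Cell growth measured by CellTiter-Glo luminescence after a minimum 48 h, 37 C compound exposure with 20 nM CPT in Tdp1-knockout DT40 cells stably expressing hTDP1, seeded 400/well; qHTS titration format.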
DT40 TDP1 no CPT – qHTS for Inhibitors of human tyrosyl-DNA phosphodiesterase 1 (TDP1): qHTS in cells in absence of CPT. DT40 Tdp1-/- hTDP1 cells, no CPT, ATP luminescence, 48 h. Potency, µM (top dose mostly 46.2 µM), without a hit: top-dose activity change, negative = growth inhibition, usual class: inhibitors. 420,000 tested, 15% active; further: nearly all actives have a fitted effect of over 55% in size
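Seeded 400 DT40-hTDP1 cells/well (vehicle DMSO, no 20 nM CPT); pinned compounds; ≥48 hr at 37 °C; CellTiter-Glo luminescence as viability measure.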
KAT2A inh – blocks human GCN5L2 histone acetyltransferase | Q92830 | GCN5L2 HAT assay, ThioGlo1 CoA-SH fluorescence | Potency, µM (titrated, usually from 58.9 µM), without a hit: at the highest dose activity change, negative = inhibition, hits mostly inhibitors | 390,000 tested, 0.21% active | AID 504327
Target sequence (Q92830 whole entry, looked up): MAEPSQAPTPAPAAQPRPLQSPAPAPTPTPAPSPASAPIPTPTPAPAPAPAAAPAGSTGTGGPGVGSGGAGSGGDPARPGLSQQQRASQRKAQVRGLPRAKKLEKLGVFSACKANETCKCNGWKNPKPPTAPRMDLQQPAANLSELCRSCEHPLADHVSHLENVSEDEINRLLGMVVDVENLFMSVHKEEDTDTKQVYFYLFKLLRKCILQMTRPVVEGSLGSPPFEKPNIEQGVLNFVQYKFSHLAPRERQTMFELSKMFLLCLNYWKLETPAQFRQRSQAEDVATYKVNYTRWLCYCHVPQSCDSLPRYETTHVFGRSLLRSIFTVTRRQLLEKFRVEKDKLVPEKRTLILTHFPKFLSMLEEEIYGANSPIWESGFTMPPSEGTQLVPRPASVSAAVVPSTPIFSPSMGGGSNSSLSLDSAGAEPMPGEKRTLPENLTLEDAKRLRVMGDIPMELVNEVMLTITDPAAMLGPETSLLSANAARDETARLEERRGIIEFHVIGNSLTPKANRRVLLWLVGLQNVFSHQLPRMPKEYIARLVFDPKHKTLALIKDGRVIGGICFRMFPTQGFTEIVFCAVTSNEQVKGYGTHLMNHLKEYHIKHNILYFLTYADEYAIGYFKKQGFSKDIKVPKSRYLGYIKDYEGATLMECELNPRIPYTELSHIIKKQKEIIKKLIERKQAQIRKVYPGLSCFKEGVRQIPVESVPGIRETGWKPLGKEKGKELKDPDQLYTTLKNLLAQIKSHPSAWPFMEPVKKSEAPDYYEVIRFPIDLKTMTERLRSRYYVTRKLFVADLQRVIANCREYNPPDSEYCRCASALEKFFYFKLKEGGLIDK
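Enzyme at 20nM final was mixed with library compounds for 15 min at room temperature. Peptide H3(1-25) at 75uM, acetyl-CoA at 70uM and ThioGlo1 at 50uM were then added. Plates were read immediately and after 20 min (Ex340nm/Em540nm).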
Active calls of the source: *; ? = inconclusive; . = not tested or not shown. The call rests on the fitted dose curve; in most records, active means well fitted curve in the direction sought with a large enough effect; inconclusive means small, poorly fitted or top-dose-only effect, or another doubt; inactive means no such curve, though single readings can be large; an effect the other way counts as inactive or inconclusive. On the % scale 0 is the no-effect control and ±100 the full control effect; potency means the concentration at half of the fitted maximal effect. Some of the compounds tested; count on the stated rates, not on these rows.

SMILES	DT40 TDP1 CPT	DT40 TDP1 no CPT	KAT2A inh
COC(=O)c1ccc2nc(-c3ccc(Cl)cc3)c(CC3CCCCC3)n2c1	8.2µM*	4.11µM*	.
Cc1ccc(C(=O)/C=C/N(C)C)o1	21.6%	4.7%	-11.4%
CCNC(=O)C1CCCN(C(=O)c2ccccc2OC(F)(F)F)CC1 (centres undefined)	-4.3%	0.3%	.
O=C(OCCCOc1ccc(F)cc1)c1ccc(O)cc1O	-20.0%	-27.1%	-12.1%
Oc1ccccc1Cn1nnc2ccccc21	-27.6%	-16.6%	-0.9%
CCOC(=O)c1c(NC(C)=O)sc2c(OC(C)=O)cccc12	-29.8%	?	-3.9%
Cc1cc2nc(C)c(=O)n(C)c2cc1C	?	?	-2.2%
O=C(NCCCCCCNC(=O)c1ccc(Br)s1)c1ccc(Br)s1	-28.0%	-14.3%	-7.4%
OCC[C@H]1C[C@@H](O)[C@H](O)[C@]2(CCc3ccccc3CO2)O1	0.4%	-0.7%	-29.5%
CCCCOc1ccc(S(=O)(=O)Nc2cccc(-c3ccc(N4CCOCC4)nn3)c2)cc1	20.6µM*	?	-12.4%
O=C(CCNC(=O)c1ccccc1)NC1CCCc2ccccc21 (centres undefined)	8.6%	-6.5%	-1.1%
O=C(CCCN1C(=O)c2cccc3cccc(c23)C1=O)NC1CCS(=O)(=O)C1 (centres undefined)	-2.4%	-8.8%	-0.9%
O=C(CCCN1C(=O)C(c2ccccc2)Oc2cccnc21)Nc1ccc(Br)cc1F (centres undefined)	18.4µM*	20.6µM*	-7.0%
CC1CC(C)CN(C(=O)CN2C(=O)NC3(CCCCCCC3)C2=O)C1 (centres undefined)	-8.1%	-0.1%	-4.7%
CC(C)CNc1nnnc2c1sc1nc(N3CCOCC3)c3c(c12)CC(C)(C)SC3	29.1µM*	?	-9.0%
C=CCc1cccc2cc(C(=O)OCC(=O)c3ccccc3)c(=O)oc12	1.6%	-20.5%	2.3%
O=C(CN1CCOCC1)Nc1ccccc1-c1ccccc1	-17.6%	?	-6.4%
CC(C(=O)OCC(=O)Nc1ccc(S(N)(=O)=O)cc1)N1C(=O)c2ccccc2C1=O (centres undefined)	-4.2%	-2.5%	-6.8%
O=C(COC(=O)C1CC1)Nc1ncc(C(F)(F)F)cc1Cl	-6.8%	10.1%	1.8%
COc1cccc(-n2c(N)cc(=O)nc2SCC(=O)N2CCN(c3ccccc3)CC2)c1	-6.8%	-1.7%	-17.8%
C=C(C)c1cccc(C(C)(C)NC(=O)N(Cc2ccccc2)Cc2ccco2)c1	16.4µM*	20.6µM*	-6.3%
O=C(NCCCNC(=O)c1cnccn1)c1cccc(Cl)c1	9.1%	6.9%	1.4%
Cc1nc([N+](=O)[O-])c(Br)n1CC(=O)c1ccc(Br)cc1	7.31µM*	8.2µM*	0.0%
COc1ccc(C(=O)N(CN2CCCC2=O)c2cc(C)on2)cc1OC	-1.4%	-11.4%	-0.8%
O=C(NC1CCCCC1)C(c1ccncc1)N(C(=O)Cn1nnc(-c2cccs2)n1)C1CCCC1 (centres undefined)	-0.5%	-14.3%	-0.5%
CS(=O)(=O)c1ccc(NCCc2ccc(S(N)(=O)=O)cc2)c([N+](=O)[O-])c1	?	?	-5.7%
Cc1ccc(C)c(S(=O)(=O)Nc2ccc3oc(C)c(C(=O)O)c3c2)c1	2.8%	0.9%	-20.4%
CCC(C)NC(=O)c1cn(CC)c2ccc(S(=O)(=O)N3CCCCCC3)cc2c1=O (centres undefined)	10.7%	?	-8.7%
Cc1ccc(OCc2cc(C(=O)N3CC4C[C@@H]5CC3C[C@H](C4)C5)no2)cc1C	?	?	-0.1%
Cc1cc(C)c(N2CCN(S(=O)(=O)N3CCCCCC3)CC2)c(C)c1	?	18.4µM*	-7.1%
CC1=CCC2C(=O)N(c3ccc4ccccc4n3)C(=O)C2C1 (centres undefined)	1.4%	-20.4%	-9.2%
CC1=C(C(=O)Nc2cccc(C(=O)NCc3ccc(F)cc3)c2)SCCO1	-5.3%	10.5%	-22.5%
O=C(CN(C(=O)CNS(=O)(=O)c1ccc(F)cc1)c1ccccc1F)NCc1ccco1	11.3%	-19.1%	-0.3%
CN(C)c1ncc2nc(-c3cccs3)c(=O)n(C)c2n1	-1.6%	18.0%	-8.3%
C[C@H]1CN=C(N(C)C)N1CCCC1CCCCC1	20.6µM*	16.4µM*	-8.0%
COc1ccc(Br)cc1/C=N/NC(=O)c1cccnc1	-32.3%	?	0.5%
COc1ccc([C@H]2N[C@]3(CCCN(Cc4ccc(Cl)cc4)C3=O)[C@H]3C(=O)N(Cc4ccccc4)C(=O)[C@@H]23)cc1	18.4µM*	23.1µM*	.
CCCCC(O)(c1ccc(F)cc1)C(CN1CCOCC1)c1ccc(Cl)cc1 (centres undefined)	?	?	-22.3%
CC(C)N(C(=O)Cn1c(-c2cccnc2)ccc(C#N)c1=O)C(C)C	-4.7%	-0.3%	0.1%
Cc1ccnc(NC(=O)c2ccc(OCc3c(C)noc3C)cc2)c1	-22.6%	-19.9%	-1.3%
N#Cc1cnn(-c2nc3sc4c(c3c(=O)[nH]2)CCCC4)c1N	20.6µM*	14.6µM*	-3.0%
CCOC(=O)C1CCCCN1Cc1cccc(F)c1 (centres undefined)	3.5%	0.7%	-2.3%
COc1ccc(N2CCN(C(=O)c3ccc4c(c3)N(Cc3ccc(F)cc3)C(=O)c3ccccc3S4=O)CC2)cc1 (centres undefined)	?	?	-2.7%
Nn1c(SCCOc2ccccc2)nnc1-c1cccnc1	-2.4%	-13.9%	1.8%
O=C(/C=C/c1ccc2c(c1)OCCO2)c1ccccc1	?	16.4µM*	-11.0%
CCOC(=O)c1ccc(N2C(=O)c3n[nH]c(-c4cccs4)c3C2c2cccc(F)c2)cc1 (centres undefined)	?	18.4µM*	-28.5%
O=C(O)c1ccc(-c2ccccn2)s1	1.8%	6.9%	-2.4%
CC1(C)Cc2c(cnn2-c2ccccc2)C(NC(=O)CCN2CCCCO2)C1 (centres undefined)	-6.2%	9.9%	0.5%
COc1ccc(C(=O)NC(C)c2nnc(SCc3ccc(Cl)c(Cl)c3)n2C)cc1 (centres undefined)	-23.7%	-21.4%	?
Cc1ccc(C)c2[nH]c(=O)c(CN(Cc3ccco3)S(=O)(=O)c3ccc4c(c3)OCCO4)cc12	?	?	-8.1%
O=C(C1=NN[C@@H]2C(=O)N(c3cccc(F)c3)C(=O)[C@H]12)c1cnccn1	10.3%	-3.2%	-2.1%
COc1ccc(CCNC(=O)COc2cc(C)cc3oc(=O)cc(C)c23)cc1	-12.1%	-19.8%	-0.1%
N=C1/C(=C/c2cccn2Cc2ccc(F)cc2)C(=O)N=C2SC=CN12	-29.0%	-16.8%	-9.4%
COc1ccc(C)cc1NC(=O)C1CCN(C(=O)C2CC(=O)N(c3ccc(C)cc3)C2)CC1 (centres undefined)	3.7%	-20.0%	-1.2%
O=C(Nc1ccccc1C(F)(F)F)c1cnccn1	15.0%	-2.2%	-17.8%
CC(C)CN1CCNC(=O)C1CC(=O)NCc1cnn(-c2cccc(F)c2)c1 (centres undefined)	3.6%	?	-0.7%
COc1ccccc1Cc1nc2ccccc2nc1SCC(=O)N1CCCc2ccccc21	?	?	-28.9%
COC(=O)C1=C(C(=O)OC)[C@@H]2Nc3ccccc3[C@@]23C[C@@H](C(=O)OC)N(C(=O)CC(C)C)C3=N1	1.2%	-2.4%	.
O=C(O)CNc1nc(-c2ccccc2)nc2c1oc1ccccc12	-12.3%	16.8%	-1.9%
CC(=O)Nc1ccc(CN(C)c2c(C)nc3ccc(C(=O)N4CCN(c5ccccc5)CC4)cn23)cc1	23.1µM*	?	.

Molecules from the list above containing two or more sulfur atoms (three):
SMILES	DT40 TDP1 CPT	DT40 TDP1 no CPT	KAT2A inh
O=C(NCCCCCCNC(=O)c1ccc(Br)s1)c1ccc(Br)s1	-28.0%	-14.3%	-7.4%
CC(C)CNc1nnnc2c1sc1nc(N3CCOCC3)c3c(c12)CC(C)(C)SC3	29.1µM*	?	-9.0%
CS(=O)(=O)c1ccc(NCCc2ccc(S(N)(=O)=O)cc2)c([N+](=O)[O-])c1	?	?	-5.7%

Some of the entries above, reformatted.
structure,DT40 TDP1 CPT,DT40 TDP1 no CPT,KAT2A inh
CC(C)CN1CCNC(=O)C1CC(=O)NCc1cnn(-c2cccc(F)c2)c1 (centres undefined),3.6%,?,-0.7%
CN(C)c1ncc2nc(-c3cccs3)c(=O)n(C)c2n1,-1.6%,18.0%,-8.3%
O=C(OCCCOc1ccc(F)cc1)c1ccc(O)cc1O,-20.0%,-27.1%,-12.1%
COc1ccc(C)cc1NC(=O)C1CCN(C(=O)C2CC(=O)N(c3ccc(C)cc3)C2)CC1 (centres undefined),3.7%,-20.0%,-1.2%

(cont.)
SMILES	DT40 TDP1 CPT	DT40 TDP1 no CPT	KAT2A inh
CC1(C)CC(=O)c2sc(NS(=O)(=O)c3ccc([N+](=O)[O-])cc3)nc2C1	11.5%	?	-12.5%
COc1ccc(OC)c(S(=O)(=O)NC2CC(=O)N(c3ccc(C)c(C)c3)C2)c1 (centres undefined)	-25.4%	-23.5%	3.0%
Cc1ccc(NC2=NC3(CCCCC3)N=C(N)N2)c(C)c1	23.1µM*	?	-1.3%
O=C(C1CCC1)N1CCc2cc(S(=O)(=O)NC3CCCC3)ccc21	?	?	3.7%
O=C(NCc1nnc(SCC(=O)N2CCCc3ccccc32)o1)c1ccco1	-16.0%	4.3%	-4.9%
Cc1cc(NS(=O)(=O)c2ccc(NC(=O)COc3ccc(Cl)cc3)cc2)nc(C)n1	?	?	0.1%
CC1CCCC(C)N1C(=O)c1cc(-c2cccs2)on1 (centres undefined)	-0.2%	-15.6%	-4.2%
COc1cccc(C(=O)N2CCN(c3ccc(N4CCOCC4)nn3)CC2)c1	-1.1%	-11.3%	7.0%
COc1cc(C2C(C(=O)OC(C)C)=C(C)Nc3[nH]c(=O)[nH]c(=O)c32)ccc1O (centres undefined)	-1.5%	5.0%	-6.1%
CCOC(=O)CC1=CCc2c1ccc(OC)c2OC	-7.6%	-25.7%	.
COc1ccc(C(C)(O)c2nc(-c3cccc(C(=O)O)c3)cs2)cc1 (centres undefined)	13.8%	3.7%	.
CCOc1ccc(-c2nonc2NC(=O)COc2c(C)cc(C)cc2C)cc1OCC	?	-38.2%	-3.9%
O=C(CN1C(=O)C2CC=CCC2C1=O)Nc1ccc(Br)cc1 (centres undefined)	9.3%	12.2%	-9.1%
Cc1ccc2nc(-c3c[nH]c4ccccc34)c(Nc3ccccc3)n2c1	16.4µM*	?	-9.0%
CC1CCc2c(sc(NC(=O)C3CCCO3)c2C#N)C1 (centres undefined)	-22.8%	-5.2%	1.4%
Cc1cc(NS(=O)(=O)c2ccc(NC(=S)NC(=O)c3ccncc3)cc2)no1	20.5%	15.1%	-3.8%
Cc1ccccc1NC(=S)N/N=C/c1ccc(O)cc1O	10.3µM*	9.2µM*	-3.8%
O=C(Nc1cc(Cl)ccc1O)C1CC(c2ccccc2O)=NO1 (centres undefined)	-3.9%	?	-16.5%
Clc1nc(CN2CCOCC2)nc2sc3c(c12)CCC3	9.6%	1.3%	1.1%
CCCCCn1c(CNC(C)=O)nc2ccccc21	?	?	-3.3%
CC(O)(c1ccc(F)c(F)c1)c1nc(-c2ccc3ccccc3c2)cs1 (centres undefined)	18.4µM*	?	.
CCN(CCCn1c(SCC#N)nc2ccccc2c1=O)c1ccccc1	?	?	-12.8%
O=C1NC(=O)C2C3OC(C(Br)C3Br)C12 (centres undefined)	10.1%	0.8%	.
Cc1ccc(N2CC(C)Cn3c2nc2c3c(=O)[nH]c(=O)n2C)cc1C (centres undefined)	-19.2%	?	-28.5%
C/C(=N\NC(=O)c1cccc([N+](=O)[O-])c1)c1ccco1	-0.6%	6.3%	-1.0%
CCOC(=O)c1c(NC(=O)c2cccs2)sc(C(=O)N(C)C)c1C	?	?	-2.9%
Cc1sc2ncnc(N3CCC(C(=O)Nc4ccc(Cl)cc4Cl)CC3)c2c1C	?	18.4µM*	-4.6%
Cc1ccc(Cn2c(CN3CCC(C(=O)NCc4ccccc4C)CC3)cc3ccccc32)cc1	20.6µM*	16.4µM*	-2.5%
CC(=O)/C(=N\Nc1cccc(Cl)c1)Sc1cccc2cccnc12	18.2%	-14.6%	-0.8%
CCOc1ccc(OCC)c(NC(=O)CCS(=O)(=O)c2ccc(C)cc2)c1	-26.2%	-22.3%	-1.3%
COc1ccc(NC(=S)NC2CCCC2)c(OC)c1	4.5%	1.0%	-8.7%
CCc1cccc(C)c1NC(=O)CCCn1nc(C)c2sc3ccccc3c2c1=O	-5.5%	-13.7%	-2.8%
COc1ccc(NC(C)C(=O)Nc2cc(C(F)(F)F)ccc2N2CCOCC2)c(OC)c1 (centres undefined)	?	23.1µM*	-8.8%
C/C(=N\NC(=O)C(=O)Nc1ccc(C)c(Cl)c1)c1ccncc1	1.64µM*	2.31µM*	-15.0%

High-throughput results from PubChem BioAssay.
